RSV CPE inhibition: RSV antiviral activity via CPE protection, HEp-2 cells, primary 10 µM value included (AID 2391) | HEp-2 cells, RSV-induced CPE inhibition; higher % means a stronger effect | one-dose CPE inhibition, % at 10 µM; IC50 in µM for titrated hits | hit rate 0.13% among 310,000; in the data active means a potency from the dose series; further: strong numbers were not always called active
Yfh1-depleted yeast: enhancers of respiration in Yfh1-depleted yeast, dose response, Friedreich's ataxia, plus single-dose screen (AID 1465). S. cerevisiae Yfh1-off respiration, WST-1 reduction, 72 h; higher fold induction means a stronger effect. fold induction at 50 µM, or EC50 in µM where a hit was titrated. hit rate 0.074% among 220,000;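 active means fold induction of absorbance versus untreated yeast above a set limit, then at least 30% activation at any dose in follow-up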;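 further: activators that raise dye reduction in frataxin-depleted yeast; strong numbers were not always called active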
WT yeast gro inh: growth inhibition of WT strain, primary screen, mitochondrial fusion inhibitor project, WT and mutant strains, chemical genetic. hit rate 2.1% among 190,000. AID 1362, 2008. inhibition, % at 10 µM. mitochondrial fusion phenotypic screen; in the data active means inhibition above about 58%; tested in S. cerevisiae
XIAP displacement: XIAP antagonists, biochemical, IAP family, fluorescence polarization (AID 1018). E3 ubiquitin-protein ligase XIAP (Homo sapiens). XIAP BIR domain, fluorescence polarization peptide displacement; higher % means a stronger effect. displacement, % at 20 µM, or IC50 in µM where a hit was titrated. hit rate 0.007% among 200,000; in the data active means displacement above about 50%; further: a part of the inactive calls stands beside numbers as strong as those of hits
Dengue-2 NS5 capping: Dengue-2 NS5 methyltransferase inhibitors, primary screen, biochemical, confirmation dose response (AID 588689); Genome polyprotein (Dengue virus type 2 (strain 16681-PDK53)); Dengue-2 NS5 methyltransferase capping enzyme assay, biochemical; higher % means a stronger effect; inhibition, % at 25 µM, or IC50 in µM where a hit was titrated; hit rate 0.3% among 340,000; in the data active means a potency from the dose series
CSM14.1 death rescue: rescue of cells from ER stress-induced death, primary screen, 384-well, CSM14.1, thapsigargin, ATP luminescence (AID 1222); 190,000 tested, under 10 active; one-dose cellular ATP content (survival), % at 20 µM; EC50 in µM for titrated hits; CSM14.1 thapsigargin-induced death rescue, ATP luminescence; higher % means a stronger effect;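 active means EC50 below 50 µM in the dose-response confirmation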;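 further: death triggered by thapsigargin at about 15 µM added after 2 h compound pretreatment; cell ATP read after overnight thapsigargin exposure of roughly 18 to 22 hours; normalized against plate controls of thapsigargin alone and 5% DMSO vehicle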
Large T inhibition: SV40 large T antigen inhibitors, biochemical (AID 1903). SV40 large T antigen ATPase/helicase inhibition assay; higher % means a stronger effect. inhibition, % at 20 µM; hits with a dose series show IC50 in µM. hit rate 0.39% among 310,000; in the data active means a potency from the dose series; further: strong numbers were not always called active
K1F lysis inhibition: inhibition of K1F phage lysis, E. coli UTI89, bacterial capsule biogenesis inhibitors, alamar blue (AID 488966) | E. coli UTI89 K1F phage lysis, alamar blue, 2 h; higher % means a stronger effect | one-dose inhibition, % at 100 µM; IC50 in µM for titrated hits | hit rate 0.02% among 340,000;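 active means phage lysis inhibition, versus mean bacterial control, above a set limit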;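 further: capsule biogenesis inhibitors block K1F phage lysis so surviving cells raise fluorescence; higher fluorescence means more inhibition of phage lysis; actives were called in the ten point dose series up to 300 µM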
West Nile antiviral: West Nile virus antiviral activity, cell-based, CPE readout (AID 1621) | West Nile virus-infected cells, CPE inhibition; higher % means a stronger effect | CPE inhibition, % at 10 µM, or IC50 in µM where a hit was titrated | hit rate 0.02% among 290,000; in the data active means a potency from the dose series; further: strong numbers were not always called active
WT yeast gro inh mutant strain: recorded beside WT yeast gro inh, whose call it bears; inhibition, %; mitochondrial fusion phenotypic screen, mutant strain inhibition
Dengue-2 NS5 capping pilot replicate: second read-out of Dengue-2 NS5 capping, no call of its own (marks repeat the call); inhibition, %; measured here: pilot screen replicate inhibition
Numbers without * were called inactive; i = inactive; · = no result given; [ ] = remark or other dose.

SMILES	RSV CPE inhibition	Yfh1-depleted yeast	WT yeast gro inh	WT yeast gro inh mutant strain	XIAP displacement	Dengue-2 NS5 capping	CSM14.1 death rescue	Large T inhibition	K1F lysis inhibition	West Nile antiviral	others
CCn1c(CO)nc2c1c(=O)[nH]c(=O)n2Cc1ccccc1	0.2%	·	·	·	·	-2%	·	0%	-0.1%	-0.5%
CC(C)(C)S(=O)(=O)c1cnc(N2CCOCC2)nc1N	0.5%	i	·	·	·	0%	·	6%	-0.4%	-0.2%
COc1cccc(/C=C2\Oc3cc(OCC(=O)N4CCC[C@H]4C(=O)O)ccc3C2=O)c1	-0.4%	·	·	·	·	2%	·	15%	2.5%	0.3%
CN(C)c1ncc(S(=O)(=O)c2ccccc2)c(-c2ccccc2Cl)n1	3.1%	i	10	6	-6.7%	-6%	0.4%	0%	0.0%	0.0%
CC(C)COC(=O)/C(C#N)=C/c1cn(Cc2ccccc2)c2ccccc12	0.9%	i	6	-5	-2.2%	-9%	12%	5%	3.0%	-0.7%
COc1cc(S(=O)(=O)N2CCN3CCCC3C2)ccc1-n1cnnn1 (stereo not drawn)	-0.2%	i	4	1	1.9%	-1%	-1.8%	9%	1.0%	0.1%
Cc1ccc2oc(=O)c(/C=C(\O)c3ccccc3)nc2c1	2.2%	i	-6	-5	-4.3%	-4%	0.0%	17%	1.3%	0.2%
Cc1cc(Cl)ccc1OCC(=O)NC1CCCC1	0.9%	i	17	-5	-2.9%	-3%	-1.3%	12%	4.6%	-0.4%
CC(C)N(CCCNC(=O)c1ccc(CS(=O)(=O)c2c(Cl)cccc2Cl)o1)Cc1ccccc1	-1.4%	·	·	·	·	-1%	·	12%	0.5%	0.2%
COCCCNC(=O)c1c(NC(=O)c2cccs2)sc2c1CCCC2	3.0%	i	2	-6	-0.8%	-4%	-1.7%	4%	0.5%	0.4%
COc1ccc(N2C(=O)CC(N3CCN(c4nc5ccccc5s4)CC3)C2=O)cc1 (stereo not drawn)	0.0%	i	3	-11	1.7%	6%	-0.9%	6%	-0.8%	-0.3%	Dengue-2 NS5 capping pilot replicate=-1.5
Cc1nc2ccccc2c(=O)n1-c1ccc(NS(=O)(=O)c2ccc(F)cc2F)cc1	1.0%	·	·	·	·	-11%	·	3%	-0.3%[50 µM]	·
Cc1ccc(C)c(N(C)C(=O)CCS(=O)(=O)c2cccc3nonc23)c1	0.6%	·	·	·	·	7%	·	4%	0.0%	-1.2%
O=C(CCCC(=O)OCC(F)(F)C(F)F)Nc1ccccc1F	0.2%	i	-1	7	-2.5%	-9%	-2.4%	13%	-0.4%	-0.2%
COc1ccc(Nc2nc(N(C)c3ccccc3)nc(N)c2[N+](=O)[O-])cc1	2.0%	·	·	·	·	0%	·	6%	0.2%	-0.9%
Cc1cccc(CN2CCC(C(=O)Nc3ccc(Oc4cccnc4)cc3)CC2)c1	1.0%	·	·	·	·	-1%	·	6%	2.9%[50 µM]	-0.7%
O=C(NCc1cccnc1)c1ccc(N2CCOCC2)c([N+](=O)[O-])c1	2.5%	i	3	9	5.6%	1%	0.4%	6%	0.4%	-0.3%
Cc1nc(N2CCOCC2)c2c(C)c(C(=O)Nc3ccc(F)cc3F)sc2n1	1.4%	i	7	18	-3.7%	-18%	-1.3%	3%	0.4%	0.8%
CCNC(=O)n1cc(-n2cncn2)c(-c2ccc(Cl)cc2)n1	0.2%	i	-13	8	-0.6%	3%	·	13%	0.6%	-0.6%
CCCCNc1ncnc2c1nnn2Cc1ccccc1Cl	1.8%	·	·	·	·	3%	·	26%	1.8%	-0.4%
COc1cc(NC(=O)c2ccccc2F)c(OC)cc1NC(=O)CN1CCOCC1	2.0%	i	0	-2	-2.2%	13%	3.1%	2%	0.1%	-0.1%
CCOC(=O)c1cc(-c2ccccc2)sc1NC(=O)C(C)Sc1nnc(N)s1 (stereo not drawn)	4.3%	i	15	11	-5.4%	0%	17%	2%	1.7%	3.1%
Cc1ccc(S(=O)(=O)Nc2cc(C)c(O)c(S(=O)(=O)c3ccc(C)cc3)c2)cc1	2.8%	i	21	8	-1.4%	4%	-0.9%	-3%	0.3%	0.1%
Cc1cc(=O)n2nc(N3CCC(C(=O)N4CCN(c5ccccc5)CC4)CC3)sc2n1	-1.3%	·	·	·	·	-4%	·	10%	0.1%	-0.2%
CCCCCC(=O)N/N=C(\C)c1ccc(N2CCCCC2)cc1	2.9%	i	-4	-9	-2.9%	-4%	-1.0%	24%	1.3%[50 µM]	0.4%

5 consecutive records already listed, for reference:
SMILES	RSV CPE inhibition	Yfh1-depleted yeast	WT yeast gro inh	WT yeast gro inh mutant strain	XIAP displacement	Dengue-2 NS5 capping	CSM14.1 death rescue	Large T inhibition	K1F lysis inhibition	West Nile antiviral	others
CCn1c(CO)nc2c1c(=O)[nH]c(=O)n2Cc1ccccc1	0.2%	·	·	·	·	-2%	·	0%	-0.1%	-0.5%
CC(C)(C)S(=O)(=O)c1cnc(N2CCOCC2)nc1N	0.5%	i	·	·	·	0%	·	6%	-0.4%	-0.2%
COc1cccc(/C=C2\Oc3cc(OCC(=O)N4CCC[C@H]4C(=O)O)ccc3C2=O)c1	-0.4%	·	·	·	·	2%	·	15%	2.5%	0.3%
CN(C)c1ncc(S(=O)(=O)c2ccccc2)c(-c2ccccc2Cl)n1	3.1%	i	10	6	-6.7%	-6%	0.4%	0%	0.0%	0.0%
CC(C)COC(=O)/C(C#N)=C/c1cn(Cc2ccccc2)c2ccccc12	0.9%	i	6	-5	-2.2%	-9%	12%	5%	3.0%	-0.7%

Next section
SMILES	RSV CPE inhibition	Yfh1-depleted yeast	WT yeast gro inh	WT yeast gro inh mutant strain	XIAP displacement	Dengue-2 NS5 capping	CSM14.1 death rescue	Large T inhibition	K1F lysis inhibition	West Nile antiviral	others
CC(C(=O)NCCCn1ccnc1)(c1ccccc1)c1ccccc1	-2.1%	·	·	·	·	·	·	4%	-0.8%	-1.2%
CCC1CCCCN1S(=O)(=O)c1ccc(S(=O)(=O)N(Cc2cccs2)C2CC2)cc1 (stereo not drawn)	20%	i	-63	-52	-1.2%	0%	2.3%	6%	2.4%	0.1%
CC1=C(C(=O)N2CCCC(N3CCN(c4cccc(C(F)(F)F)c4)CC3)C2)OCCO1 (stereo not drawn)	1.1%	·	·	·	·	1%	·	24%	0.1%	-0.7%
CCN1CCCC1CNC(=O)C(=O)Nc1cccc(OC)c1 (stereo not drawn)	1.1%	i	8	2	-4.3%	3%	-1.9%	6%	1.9%[50 µM]	-0.8%
CC1=C/C(=C/N(C)C)C(=O)O1	1.7%	i	-7	3	-3.8%	15%	·	7%	0.0%	0.2%
CCN=c1scc(C)n1/N=C/c1cc(Br)c(O)c(OC)c1	59%	i	17	4	-2.4%	1%	-2.1%	8.6µM*	0.1%	0.9%
CCOC(=O)c1sc(NC(C)=O)cc1C	1.4%	i	12	2	-10%	-1%	-4.0%	-1%	-0.3%	-0.1%
NC1=NC[C@@H](Cc2ccc(O)cc2)N1CCc1cccc2ccccc12	0.6%	i	·	·	·	11%	·	10%	9.9%	0.8%
CC(=O)Nc1ccc(OCC(=O)NCCc2ccccc2)cc1	-0.3%	i	-13	1	-9.6%	-1%	-2.4%	9%	0.0%	0.2%
Cc1ccc2nc(/C(C#N)=C/c3ccc(-c4cccc([N+](=O)[O-])c4)o3)[nH]c2c1	2.5%	i	1	-15	-3.1%	-7%	-2.5%	0%	0.9%[50 µM]	-1.1%
CCN(CC)CCCNC(=O)CCc1ccccc1	0.4%	i	0	19	-5.1%	-1%	-1.4%	1%	0.2%	-0.2%
Cc1c(C(=O)Nc2ccccc2)sc2ncn(CC(=O)N3CCCCC3)c(=O)c12	1.4%	·	·	·	·	-8%	·	3%	0.1%	-0.1%
CN(C)c1ccc(CNC23CN4CN(CN(C4)C2)C3)cc1	0.0%	i	-8	-8	-0.7%	-7%	-2.6%	17%	1.1%	0.2%
O=C(c1cncc(Br)c1)N1CCc2ccccc2C1	1.0%	i	0	7	-8.3%	-5%	-0.7%	11%	4.1%[50 µM]	-0.3%
c1ccc2c(c1)nc(Nc1ccc3c(c1)OCO3)c1nnnn12	9.9%	i	1	-13	-3.5%	7%	·	23%	-0.1%	0.1%
COc1ccc(OCCSc2nc(N)cc(=O)[nH]2)cc1	3.5%	i	-12	-9	-4.8%	-2%	-0.4%	·	0.3%	-1.0%
CC(=O)NCCc1nc2cc(NC(=O)c3cccc([N+](=O)[O-])c3)ccc2n1C	0.9%	·	·	·	·	-2%	·	0%	-0.5%[50 µM]	0.2%
O=C(O)CCN1C(=O)c2ccc(NC(=O)c3cccs3)cc2C1=O	1.4%	i	-2	-10	-4.2%	-3%	1.8%	0%	0.9%	0.7%
COc1ccc(C(=O)NCc2nnc(SCC(=O)N3CCCCC3)o2)cc1OC	0.2%	i	-2	3	-6.5%	-3%	0.5%	7%	0.6%	0.2%
CCN(CC)c1ccc(CN(C(=O)c2cc(OC)c(OC)c(OC)c2)C2CCS(=O)(=O)C2)cc1 (stereo not drawn)	-0.6%	i	-5	-30	-5.1%	-5%	1.3%	8%	1.6%	-0.5%
Cc1cccc(C(=O)NC(=S)N2CCN(C(=S)NC(=O)c3cccc(C)c3)CC2)c1	0.9%	i	12	18	-3.0%	1%	-2.2%	3%	3.4%[50 µM]	-0.6%
c1ccc(-n2nnc3ccccc32)nc1	1.1%	i	-2	6	-1.2%	-5%	-1.4%	4%	0.5%	1.1%
COc1cc(OC)c(C#N)c(S(=O)Cc2ccccc2)c1 (stereo not drawn)	1.7%	i	·	·	-1.4%	1%	1.0%	3%	4.1%	0.3%
O=C(Nc1ccc2c(c1)OCO2)C1COc2ccccc2O1 (stereo not drawn)	4.0%	i	2	5	-0.3%	0%	0.0%	-1%	-0.1%	-0.1%
NC(=O)[C@@H]1CCNc2c(I)cc([N+](=O)[O-])cc2C(=O)N[C@@H](CO)C(=O)N[C@@H](Cc2ccc(O)cc2)C(=O)N1	·	i	18	7	-10%	·	1.3%	1%	·	0.4%
O=Cc1c(Cl)nc2ccccn2c1=O	·	i	·	·	·	2%	·	20%	0.6%	0.6%
COC(=O)c1cc(S(=O)(=O)N2CCC(C(N)=O)CC2)oc1C	·	i	·	·	·	-6%	·	16%	0.1%	0.3%
N#Cc1ccc(/C=C/C(=O)c2ccc3c(c2)OCO3)cc1	2.8%	i	-2	-7	-4.1%	-18%	0.6%	12%	-1.3%	-0.9%
COc1ccc(-n2c(C)nc3cc(C(=O)NCc4ccc5c(c4)OCO5)ccc32)cc1	3.5%	i	18	-1	-1.6%	-6%	3.2%	15%	2.1%	0.0%

Screening results deposited in PubChem by several laboratories.

Random draw from the library; 2.2% or so of the library scored in one or more.
